Screens from PubChem BioAssay.
miR122 inh – miR-122 inhibition in Huh7 cells. Huh7 miR-122 Renilla luciferase sensor, 48 h; neutral wells = 0, positive control = 100. activation (reporter increase), % at 12.5 µM. actives 0.3% (n = 340,000). AID 602342;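 active = mean replicate activation score at least 90 and every replicate individually at or above 90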;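 note: higher luciferase means less miR-122 activity so hits act as miR-122 inhibitors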
PGC1a acetyl inh – PGC1a acetylation modulation, inhibitor mode | U2OS PGC1a acetylation, AlphaScreen anti-acetyl-lysine; with virally co-expressed GCN5 acetyltransferase | inhibition, % at 15.6 µM | AID 651687 | actives 0.17% (n = 350,000);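 active = every replicate shows inhibition of at least 40%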;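 note: 0% = neutral control wells and 100% = positive control wells; some results beyond the cut were filed as inactive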
C2C12 statin – suppressors of simvastatin-induced myotoxicity in C2C12 myotubes; ATP luminescence, 48 h; scaled: DMSO 0, geranylgeraniol control 100; rescue of ATP level, % at 7.49 µM; actives 0.78% (n = 330,000); AID 602340;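 active = mean ATP rescue above about 67%, or every replicate alone reaching that limit, limit read from the data, passing the limit was not always enough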;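 note: myotubes were challenged with 10 µM simvastatin during compound exposure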
FN deposition inh – fibronectin deposition inhibition | AH1F fibroblasts, Alexa488-fibronectin deposition fluorescence, overnight | inhibition, % at 12.6 µM | actives 0.086% (n = 350,000) | AID 743247;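 active = mean inhibition across replicates of 30% or more, regardless of how many single replicates reach that level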;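 note: positive control wells lacked labelled fibronectin entirely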
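Material – AH1F fibroblast monolayer, labelled fibronectin deposition · Reagent – labelled fibronectin 24 nM · Timing – 1 h adhesion, overnight exposure · Measured by – fluorescence at 485 nm excitation, 525 nm emission · Read-out – inhibition of fibronectin deposition signal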
INS-1E GSIS act – primary screen for activators of insulin secretion dependent on glucose, INS-1E cells, GLuc reporter luminescence. INS-1E GLuc reporter insulin secretion, 2-3 h. activation, % at 16.6 µM. actives 0.61% (n = 370,000);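 active = lowest replicate activation of at least 40%, so every replicate reaches that level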;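 note: 0% = median of neutral control wells and 100% = median of IBMX positive control wells; some compounds called inactive have numbers as strong as hits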
Cneo AK release – Cryptococcus neoformans lysis via adenylate kinase release | C. neoformans lysis, adenylate kinase release luminescence, 4 h; normalised: neutral wells 0, clomiphene wells 100 | lysis activity, % at 15 µM | actives 0.2% (n = 360,000) | AID 651654;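 active = mean lysis activity across replicates of at least 80%, whatever share of replicates individually reach that level; inactive = mean lysis activity below 80%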
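Test system: log-phase Cryptococcus neoformans yeast cells. Input: 5 × 10^6 yeast cells/mL. Medium: fresh YPD growth medium. Doses: single dose. Incubation: static 4 h at 37 °C with compound, 1 h detection. Measured by: luminescent adenylate kinase detection reagent. Read-out: signal increase indicating cell lysis. Benchmarks: Clomiphene.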
PglD inh – blocks C. jejuni PglD acetyltransferase activity; purified PglD enzyme, DTNB colorimetric CoA detection; inhibition, % at 12.5 µM; actives 0.098% (n = 360,000); AID 602405; in the data active = inhibition above about 16%, passing the limit was not always enough; note: strong numbers were not always called active
F508del corr – CFTR F508del correction in bronchial cells; CFBE cells, YFP halide quenching; stimulated with forskolin plus potentiator P3; % fluorescence drop versus neutral controls; activity (quench increase), % at 7.58 µM; actives 0.36% (n = 350,000); AID 720511;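 active = mean added fluorescence quench of at least 8% versus neutral control, with both replicates also reaching 8%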;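 note: cells transiently co-express mutant CFTR-F508del with the halide-sensitive YFP; corrector assay measuring rescue of mutant channel to the surface after 24 h compound exposure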
* = called active by the depositor; / = not tested or not shown; [ ] = another dose, or the depositor's remark. Rows are unselected. About 2.1% of those tested had a hit in this group.

SMILES | miR122 inh | PGC1a acetyl inh | C2C12 statin | FN deposition inh | INS-1E GSIS act | Cneo AK release | PglD inh | F508del corr
COc1cccc(N2CCN(C(=S)Nc3ccc(F)cc3)CC2)c1 | 4 | -18 | 18 | 4 | 3 | 0 | 0 | 3.0
O=C(CCN1CCOCC1)c1ccccc1 | -3 | / | 0 | / | 105* | / | / | -4.8
O=c1[nH]cnc(O)c1N=Nc1ccccc1 | / | / | 10 | -15 | -6 | / | / | 2.1
CC1CCCN(C(=S)Nc2ccc(Nc3ccccc3)cc2)C1 (stereo not drawn) | -2 | -9 | / | -5 | -13 | / | / | 2.2
COc1ccc(N(CC(C)C)S(=O)(=O)c2nnc(NC(=O)c3ccco3)s2)cc1 | 3 | 1 | -5 | 5 | -12 | 3 | 0 | -1.3
COC(=O)c1sc(N2C(=O)C(O)=C(C(=O)c3ccc(C)o3)C2c2cc(OC)ccc2OC)nc1C (stereo not drawn) | -5 | / | -4 | 4 | 12 | 1 | -4 | -2.7
O=C(NCCC1=CCCCC1)C1CCN(C(=O)c2ccc(Cl)cc2)CC1 | / | 2 | 7 | / | -30 | 1 | -5 | -0.8
COc1cc(C(=O)Nc2ccc3c(c2)N(C(=O)CCN(C)C)c2ccccc2CC3)cc(OC)c1OC | / | -15 | / | -8 | -11 | / | / | 2.9
O=C(OCc1cn([C@H]2CN(C(=O)C3CCCCC3)[C@@H](c3ccc(Cl)cc3)C[C@@H]2O)nn1)c1ccccc1 | 7 | 33 | 7 | 5 | -13 | 1 | -3 | -2.0
CCN(CC)S(=O)(=O)c1ccc(N2CCCC2)c(NC(=O)c2ccc(OC)cc2OC)c1 | 12 | 1 | -26 | -2 | -2 | / | / | 0.2
Cc1cccc(-c2n[nH]c([N+](=O)[O-])n2)c1 | 0 | 0 | 1 | 10 | -1 | -4 | -6 | /
CN(CCO)Cc1csc2ccc(Br)cc12 | 2 | 2 | 14 | / | / | 7 | -2 | /
O=C(Cn1ncc2c3ccccc3n(Cc3ccccc3)c2c1=O)N1CCN(c2ccccn2)CC1 | -6 | 6 | -1 | / | / | 2 | 0 | /
O=C(CCNS(=O)(=O)c1cccc2nsnc12)Nc1ccc2c(c1)OCCO2 | 2 | 2 | 4 | -14 | / | 0 | 3 | /
CN1C(=O)Cc2cc(S(=O)(=O)NCc3cccs3)ccc21 | 34 | -11 | 4 | -7 | 3 | 1 | 0 | 1.4
CN(C)C(=O)c1ccc(-c2ccc([C@@H]3[C@@H](C#N)N(C(=O)C4CCCC4)[C@H]3CO)cc2)cc1 | / | -17 | -22 | 7 | 3 | 3 | -1 | -2.3
Cc1ccc(S(=O)(=O)NCCC(c2ccccc2)c2ccccc2)cc1C(=O)O | -1 | 1 | 11 | -10 | / | -4 | / | 1.3
Cn1c2c(c(=O)n(C)c1=O)C(c1ccc(F)cc1)C(C#N)=C(N)O2 (stereo not drawn) | 6 | 8 | 1 | 7 | 17 | -1 | 3 | -3.7
Cc1noc(C)c1S(=O)(=O)N(C)C[C@H]1Oc2ccc(NS(=O)(=O)c3ccc(Cl)cc3)cc2C(=O)N([C@H](C)CO)C[C@H]1C | 0[16.7 µM] | 0 | -17 | / | 4 | -3 | -6 | 0.9
COC(=O)c1n[nH]c2ccccc12 | 2 | 4 | 9 | / | / | 3 | 0 | /
O=c1c2ccccc2nc(/C=C/c2ccc(Cl)cc2)n1CCO | -17 | / | -1 | -4 | 15 | -2 | 3 | 0.0
CC(C)c1cc(NC(=O)C(C)(C)C)cc(C(C)C)c1O | 2 | -17 | 3 | 2 | / | 0 | 2 | /
COc1cc(/C=C/C(=O)OCC(=O)NC2CCS(=O)(=O)C2)ccc1OC(F)F (stereo not drawn) | 5 | 2 | 10 | -1 | 44 | -1 | -5 | 3.6
COCC#Cc1ccc2c(c1)O[C@H](CN(C)S(=O)(=O)c1cccc(OC)c1)[C@@H](C)CN([C@@H](C)CO)S2(=O)=O | 5[16.7 µM] | -31 | 0 | 3 | -1 | -1 | 2 | /
CCOc1ccccc1N1CC(O)=C(c2nc3ccccc3s2)C1=N | 100* | 8 | -321 | / | -2 | -1 | -6 | -1.2
O=C(c1ccc(CNc2c(N3CCOCC3)c(=O)c2=O)cc1)N1CC=C(c2ccccc2)CC1 | 0 | -1 | -19 | -11 | -15 | 0 | -2 | 1.3
COc1ccccc1C(=O)Nc1ccc(N2CCN(S(C)(=O)=O)CC2)cc1 | 4 | 2 | -3 | 21 | / | -5 | -2 | /
CO[C@H](CN(C)C(=O)C1CCOCC1)[C@H](C)CN(C(=O)Nc1ccc(F)cc1)[C@@H](C)CO | / | 10 | 5 | 1 | 9 | -1 | 2 | -1.1
CNC[C@H]1Oc2ccc(NC(=O)Nc3cccc4ccccc34)cc2C(=O)N([C@@H](C)CO)C[C@@H]1C | 0[16.7 µM] | 2 | 9 | / | 8 | 55 | -1 | 3.1
Cc1ccc(C(=O)C2=C(O)C(=O)N(Cc3ccco3)C2c2cccc(Cl)c2)o1 (stereo not drawn) | -6 | / | 1 | -2 | -8 | 9 | 6 | -0.3
CCC1COCCS(=O)(=O)N1Cc1ccccc1C (stereo not drawn) | -10 | / | -13 | 16 | / | 0 | -2 | 1.3
O=C(COC(=O)c1ccc(-c2nnc(-c3ccccc3)o2)cc1)c1ccccc1 | -15 | 1 | -26 | 0 | 1 | 2 | -1 | /
Cc1ccc(NC(=O)c2oc3c(c2C)C(=O)CC(C)(C)C3)cc1 | 13 | -1 | -10 | 2 | / | 1 | / | /
Cc1ccc(-c2cnc(SCC(=O)N3CCCc4ccccc43)n2C)cc1 | 8 | -6 | 1 | / | -10 | 4 | 0 | /
Cc1ccc(OCCSc2nnc(-c3ccncc3)n2C)cc1 | 0 | 5 | 6 | -8 | / | 0 | -3 | /
Cc1ccccc1-c1ccc([C@H]2[C@@H](CO)N3CCCCN(CC4CC4)C[C@H]23)cc1 | 3[16.7 µM] | -27 | 7 | / | -21 | 49 | 0 | -3.3
CS(=O)(=O)N1CCCCN2[C@H](C1)[C@@H](c1ccc(-c3cccc(C#N)c3)cc1)[C@@H]2CO | 1[16.7 µM] | 5 | -2 | / | 5 | -3 | -1 | -2.7
CC(C)(C)OC(=O)N1CCC(CNC(=O)c2ccc(F)cc2)CC1 | / | 4 | -2 | 4 | 1 | 5 | -4 | 0.5
CCOC(=O)N1CCN(C(=O)CS(=O)(=O)Cc2nc(-c3ccccc3F)oc2C)CC1 | -2 | 3 | -7 | 12 | -15 | -3 | -1 | -0.7
COc1ccccc1Oc1c(C)oc2cc(OC(=O)c3ccco3)ccc2c1=O | 10 | / | / | -1 | / | -1 | -1 | /

Pulled by structure from above, five records:
SMILES | miR122 inh | PGC1a acetyl inh | C2C12 statin | FN deposition inh | INS-1E GSIS act | Cneo AK release | PglD inh | F508del corr
Cc1ccc(-c2cnc(SCC(=O)N3CCCc4ccccc43)n2C)cc1 | 8 | -6 | 1 | / | -10 | 4 | 0 | /
CS(=O)(=O)N1CCCCN2[C@H](C1)[C@@H](c1ccc(-c3cccc(C#N)c3)cc1)[C@@H]2CO | 1[16.7 µM] | 5 | -2 | / | 5 | -3 | -1 | -2.7
CC(C)(C)OC(=O)N1CCC(CNC(=O)c2ccc(F)cc2)CC1 | / | 4 | -2 | 4 | 1 | 5 | -4 | 0.5
CCC1COCCS(=O)(=O)N1Cc1ccccc1C (stereo not drawn) | -10 | / | -13 | 16 | / | 0 | -2 | 1.3
Cc1ccccc1-c1ccc([C@H]2[C@@H](CO)N3CCCCN(CC4CC4)C[C@H]23)cc1 | 3[16.7 µM] | -27 | 7 | / | -21 | 49 | 0 | -3.3

(cont.)
SMILES | miR122 inh | PGC1a acetyl inh | C2C12 statin | FN deposition inh | INS-1E GSIS act | Cneo AK release | PglD inh | F508del corr
COc1ccc(Cn2c(C3CC3)nc3ccc(NC(=O)C4CC4)cc3c2=O)cc1 | -10 | -14 | / | 1 | / | -1 | -2 | /
CCCNC(=O)COc1ccc(-c2nn(C)c(=O)c3ccccc23)cc1 | -1 | -6 | -26 | 2 | 2 | 2 | -2 | 2.1
Cc1cccc(N2CCN(C(=O)CN3C(=O)NC4(CCCCCC4)C3=O)CC2)c1C | -1 | -4 | 29 | 2 | -48 | 3 | -3 | -2.4
COCCNC(=O)c1ccc(Cl)c(S(=O)(=O)Nc2cccc(C)c2C)c1 | / | -6 | -2 | / | 10 | 2 | -6 | 1.8
O=C(NCC[C@@H]1CC[C@H](NC(=O)c2ccccc2F)[C@@H](CO)O1)c1cnccn1 | / | 11 | 0 | -21 | 2 | -1 | 1 | 0.0
CC(C)CC(NS(=O)(=O)OCC(Cl)(Cl)Cl)c1ccccc1 (stereo not drawn) | 7 | -27 | 2 | -10 | / | -12 | 4 | 0.2
O=C(Nc1cc(Cl)ccc1C(=O)O)c1ccc(CN2C(=O)c3ccccc3C2=O)cc1 | -2 | 11 | -7 | -1 | 3 | 3 | 4 | 1.1
OCC[C@H]1C[C@@H](O)[C@H](O)[C@]2(OCc3ccccc32)O1 | 2 | 12 | -4 | -2 | 1 | -3 | -1 | 4.8
O=C(Cn1c(=O)oc2ccc(Cl)cc21)NC1CCCCC1 | 1 | -7 | 9 | 2 | -6 | 1 | 3 | -0.4
Cc1cc(C(=O)NC2CCCc3c2cnn3-c2cccc(C)c2C)no1 (stereo not drawn) | 11 | 6 | 1 | -5 | 1 | 0 | 0 | 3.9
CO/N=C/C(C#N)=C/c1cc(C(=O)c2ccccc2)cn1C | / | -4 | / | 10 | 9 | / | / | -0.2
CCOc1ccc(NS(=O)(=O)c2ccc3c(c2)CCN3C(=O)CCC(=O)O)cc1 | 2 | -15 | -15 | 2 | -10 | 1 | 0 | /
O=C(C[C@@H]1C=C[C@H](NS(=O)(=O)c2ccc(F)cc2)[C@@H](CO)O1)NCc1ccncn1 | -1[16.7 µM] | 2 | -2 | 4 | 13 | -3 | 3 | -0.4
Cc1cc(=O)n2nc(N3CCC(C(=O)N4CCN(C)CC4)CC3)sc2n1 | -7 | 1 | -10 | / | -1 | 3 | 0 | /
CCOC(=O)c1cc2c(c(-c3ccccc3)n1)[C@H](CCO)N(S(=O)(=O)C(C)(C)C)C2 | -4 | 0 | 1 | 9 | 14 | 11 | 3 | 1.1
CN(CCc1ccccn1)C1CCCN(S(=O)(=O)c2ccccc2)C1 (stereo not drawn) | / | / | / | -3 | 9 | -1 | 1 | 1.9
COCC(=O)Nc1ccc2c(c1)[C@@H]1C[C@@H](CC(=O)NCc3ccc(Cl)cc3)O[C@@H](CO)[C@@H]1O2 | 0[16.7 µM] | 3 | 13 | 3 | -2 | -1 | 4 | -1.2
CN1OC[C@@H]2CN(Cc3ccc(Cl)cc3)[C@H](c3ccc(N4CCCCC4)cc3)C[C@@H]21 | -3 | 2 | 27 | -11 | 3 | 0 | 3 | 1.6
O=C(NN1CCOCC1)c1cc(-c2ccc(Br)s2)nc2ccccc12 | 2 | 2 | 3 | -4 | 35 | / | / | 3.2
CCOC(=O)N1CCN(c2c(N3CCN(c4cc(C)ccc4C)CC3)c(=O)c2=O)CC1 | -5 | 5 | 102* | 4 | / | -1 | 1 | 4.3
CCC[C@@H](O)c1cc2cc(OC)c(OC)cc2c(=O)o1 | -3 | -9 | 3 | 10 | 13 | 0 | -3 | -3.2
COCCCNc1nc2ccccc2nc1NS(=O)(=O)c1ccc(C)cc1 | / | 4 | / | 3 | -26 | -1 | -5 | -0.7
CCOC(=O)N1CCN(S(=O)(=O)c2ccc(OC)c(Cl)c2Cl)CC1 | 6 | 5 | 54 | / | / | 1 | 6 | /
